Yp Topo-I inh – Yersinia pestis topoisomerase I inhibitors, primary screen, biochemical, cleavage product accumulation, plate reader, single point; DNA topoisomerase I (Yersinia pestis CO92); Y. pestis Topo-I cleavage product accumulation; activity, % at 10 µM; hit rate 0.064% among 360,000; AID 504884, 2011; in the data active = activity above about 50%, passing the limit was not always enough; inconclusive = no clear call, values can overlap the other calls; also: inactives centre near 2
3CLpro inhibitor – SARS-CoV 3CLpro protease inhibitors, primary screen, biochemical, quenched FRET. Replicase polyprotein 1ab (Severe acute respiratory syndrome coronavirus), P0C6X7. recombinant SARS-CoV 3CLpro, quenched FRET peptide cleavage. inhibition, % at 6 µM. hit rate 0.14% among 290,000. AID 1706, 2009; in the data active = inhibition above about 12%
PriA SSB inh – inhibitors of Klebsiella pneumoniae PriA binding to SSB C-terminal tail, primary screen, biochemical, AlphaScreen | inhibition, % at 33 µM | AlphaScreen SSBct-PriA binding, biotinylated peptide | PriA–SSB C-terminal tail interaction (Klebsiella pneumoniae) | hit rate 0.6% among 430,000 | AID 1272365, 2023; in the data active = inhibition mostly above about 37%, no sharp cut-off; inactive = mostly below about 20%;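 also: plate controls were negative control peptide for no effect and reference peptide for full effect; strong numbers were not always called active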
MazF activator – activators of E. coli MazEF toxin-antitoxin RNase, primary screen, biochemical, fluorescence, uHTS. Endoribonuclease toxin MazF (Escherichia coli (strain K12)), P0AE70. FAM/BHQ RNA-DNA oligo cleavage fluorescence, 5 h. activation, % at 20 µM. hit rate 0.32% among 350,000; in the data active = activation above about 50%
Target sequence (P0AE70 whole entry, looked up): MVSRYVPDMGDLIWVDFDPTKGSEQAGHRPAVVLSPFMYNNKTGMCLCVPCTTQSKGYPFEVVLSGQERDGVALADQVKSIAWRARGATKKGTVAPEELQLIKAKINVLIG
Rv3671c protease – Rv3671c serine protease inhibitors, primary screen, biochemical, fluorescence polarization, M. tuberculosis H37Rv; P9WHR9; inhibition, % at 5.96 µM; AID 2606, 2010; hit rate 0.048% among 320,000; in the data active = inhibition above about 38%;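 also: extracellular domain of Rv3671c used as enzyme; 0% = enzyme with DMSO and 100% = no enzyme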
PfHsp40 rescue – rescue of yeast from PfHsp40 toxicity, primary screen, S. cerevisiae, ATP luminescence; hit rate 0.68% among 340,000; growth rescue, % at 12.5 µM; S. cerevisiae expressing PfHsp40, growth rescue; in the data active = growth rescue above about 28%, passing the limit was not always enough; inconclusive = no clear call, values can overlap the other calls;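 also: yeast W303a lacking pdr1 and pdr3 grown in galactose medium; growth measured after three days at 30 °C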
DUSP3 inh – VHR1 phosphatase inhibitors, primary screen, biochemical, absorbance, uHTS. Dual specificity protein phosphatase 3 (Homo sapiens), P51452. recombinant VHR phosphatase, pNPP absorbance. inhibition, % at 13.3 µM. hit rate 0.52% among 290,000. AID 1654, 2009; in the data active = inhibition above about 50%; also: some compounds called inactive have numbers as strong as hits
Target sequence (P51452 whole entry, looked up): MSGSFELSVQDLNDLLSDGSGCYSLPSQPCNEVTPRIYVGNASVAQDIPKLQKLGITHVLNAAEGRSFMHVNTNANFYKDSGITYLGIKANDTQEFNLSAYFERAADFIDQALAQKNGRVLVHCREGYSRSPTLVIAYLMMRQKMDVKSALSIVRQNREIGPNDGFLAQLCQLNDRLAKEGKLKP
TcdB GH inh – TcdB glycohydrolase inhibitors, primary screen, biochemical, single point, plate reader | Toxin B (Clostridioides difficile), P18177 | TcdB glycohydrolase enzymatic assay | inhibition, % at 9.99 µM | hit rate 0.24% among 350,000 | AID 652162, 2013; in the data active = inhibition above about 10%
BH1578 lux ind – inducers of Vibrio cholerae quorum light production without autoinducers, primary screen, BH1578 luxS cqsA deficient, single point. V. cholerae BH1578 lux reporter, luminescence, 6 h. hit rate 0.16% among 350,000. activation, % at 18.7 µM; in the data active = activation mostly above about 9.7%, no sharp cut-off; inconclusive = no clear call, values can overlap the other calls; inactive = mostly below about 3.7%; also: not every result past the cut was called active; inactives centre near 0; reference of the scale not given here
Anthrax LF inh2 – Bacillus anthracis LF protease inhibitors, primary screen, biochemical, multiplex microsphere, MLPCN library. multiplex microsphere protease cleavage assay. inhibition, % at 10 µM. hit rate 0.12% among 360,000; in the data active = inhibition above about 30%; inconclusive = no clear call, values can overlap the other calls; also: plate controls were buffer without enzyme for full effect and enzyme alone for no effect
Target sequence (P15917 whole entry, looked up): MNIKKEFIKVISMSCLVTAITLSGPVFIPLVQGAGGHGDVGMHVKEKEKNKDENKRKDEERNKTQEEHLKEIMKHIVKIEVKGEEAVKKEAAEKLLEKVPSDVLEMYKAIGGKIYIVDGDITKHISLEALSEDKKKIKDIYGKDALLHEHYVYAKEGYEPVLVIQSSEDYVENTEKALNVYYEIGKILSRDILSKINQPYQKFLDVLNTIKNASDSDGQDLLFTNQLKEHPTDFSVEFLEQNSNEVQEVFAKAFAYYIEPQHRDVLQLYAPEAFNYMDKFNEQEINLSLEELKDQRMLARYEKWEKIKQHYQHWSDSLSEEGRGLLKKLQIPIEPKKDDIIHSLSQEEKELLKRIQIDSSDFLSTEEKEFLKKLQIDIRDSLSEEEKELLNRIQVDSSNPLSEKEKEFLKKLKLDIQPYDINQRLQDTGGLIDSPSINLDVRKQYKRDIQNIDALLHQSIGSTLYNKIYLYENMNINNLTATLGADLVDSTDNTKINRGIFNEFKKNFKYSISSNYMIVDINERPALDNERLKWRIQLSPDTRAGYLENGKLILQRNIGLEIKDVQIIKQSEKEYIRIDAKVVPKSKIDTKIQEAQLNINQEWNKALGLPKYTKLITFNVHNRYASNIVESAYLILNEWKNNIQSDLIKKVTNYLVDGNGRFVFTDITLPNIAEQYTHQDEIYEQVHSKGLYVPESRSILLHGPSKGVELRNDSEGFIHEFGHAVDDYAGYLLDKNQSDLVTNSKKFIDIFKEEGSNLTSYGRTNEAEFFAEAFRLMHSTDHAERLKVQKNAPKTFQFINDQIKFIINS
Active calls of the source: *; i = inactive; ? = inconclusive; nt = not tested or not shown; & = joins results of further samples.

Start of the listing, in advance, two compounds:
SMILES	Yp Topo-I inh	3CLpro inhibitor	PriA SSB inh	MazF activator	Rv3671c protease	PfHsp40 rescue	DUSP3 inh	TcdB GH inh	BH1578 lux ind	Anthrax LF inh2
CC(C)NC(=O)c1sc2nc3c(c(-c4cccs4)c2c1N)CN(C)CC3	12.4	-3.5	7.1	18.9	-5.6	1.2	11.9	nt	-0.2	-3.2
CC(=O)Nc1ccc(N(C(=O)CNC(=O)c2ccco2)C(C(=O)NCc2ccco2)c2ccccc2)cc1 (centres undefined)	0.3	-5.9	-15.1	1.6	-0.7	0.4	28.8	0.4	i	-4.7

Results, from the start:
SMILES	Yp Topo-I inh	3CLpro inhibitor	PriA SSB inh	MazF activator	Rv3671c protease	PfHsp40 rescue	DUSP3 inh	TcdB GH inh	BH1578 lux ind	Anthrax LF inh2
CC(C)NC(=O)c1sc2nc3c(c(-c4cccs4)c2c1N)CN(C)CC3	12.4	-3.5	7.1	18.9	-5.6	1.2	11.9	nt	-0.2	-3.2
CC(=O)Nc1ccc(N(C(=O)CNC(=O)c2ccco2)C(C(=O)NCc2ccco2)c2ccccc2)cc1 (centres undefined)	0.3	-5.9	-15.1	1.6	-0.7	0.4	28.8	0.4	i	-4.7
Cc1sc(-c2ccccn2)nc1OC(=O)c1cccc(Cl)c1Cl	3.3	1.4	-7.3	1.1	-6.2	-1.3	-14.5	nt	-0.9	?
O=C(NCc1ccco1)c1cc2nc(C3CC3)cc(C(F)(F)F)n2n1	-3.9	0.4	-7.5	1.7	-4.6	0.2	-0.2	nt	i	-3.8
COc1ccc(OC)c(C2=NOC(C(=O)NCc3cccs3)C2)c1 (centres undefined)	5.5	2.4	-4.3	3.8	-0.4	-1.1	10.8	1.0	-0.2	-2.9
Cc1ccc(NC(=O)CN2CCN(CCN=CC3=C(O)CC(c4ccc(C)cc4)CC3=O)CC2)cc1 (centres undefined)	5.6	-1.9	6.3	5.9	11.0	-0.9	21.7	1.4	2.4	-5.2
COc1ccccc1C(=O)Nc1sc2c(c1C(=O)NCc1ccco1)CCCC2	10.4	-0.8	-5.6	-16.3	-0.5	0.0	7.8	nt	-4.8	0.1
COc1ccccc1-c1nnc(NC(=O)c2ccc(S(=O)(=O)N3CCOCC3)cc2)o1	6.4	9.6	-10.9	-1.9	-19.0	-0.9	14.5	1.0	-0.3	-0.6
COc1cc(OC)cc(C(=O)Nc2nnc(-c3cccnc3)o2)c1	-0.9	-2.0	-3.6	-1.7	-12.7	0.4	15.2	0.0	3.6	-8.8
CCN1C(=O)N(CC)C2C1N(C(C)=O)C(=O)N2C(C)=O (centres undefined)	-0.7	3.3	-17.3	8.1	1.0	0.4	8.9	nt	i	-5.6
Cc1sc2nc(COC(=O)C(NC(=O)c3ccc(Cl)cc3Cl)C(C)C)[nH]c(=O)c2c1C (centres undefined)	-2.9	-5.5	4.8	-4.1	-31.1	-0.7	4.5	-1.1	-0.2	9.0
Cc1cc(C(F)(F)F)nn1CC(=O)NCc1ccccc1	-0.6	-5.7	-2.4	2.5	6.4	1.0	4.0	nt	0.9	-1.6
CCOC(=O)c1ccc(-c2ccc3c(c2)CCC3)nc1C	18.3	-2.6	4.8	-2.5	3.1	-0.6	27.4	-4.7	-1.6	5.7
CCCN1C2CCCC1CC(NC(=O)NC13CC4CC(CC(C4)C1)C3)C2 (centres undefined)	-1.9	-1.8	2.6	14.6	4.2	2.0	70.4	1.6	i	-3.6
O=C(Nc1ccc(S(=O)(=O)N2CCCCC2c2cccnc2)cc1)c1c(F)cccc1F (centres undefined)	-8.4	1.1	-38.8	-8.1	-4.4	13.2	-11.3	0.2	-0.3	-1.1
Cc1cc(NC(=O)CN2CCN(c3ccc(O)cc3)CC2)no1	-1.8	-2.2	-2.5	1.3	3.6	0.3	23.1	nt	-1.0	-3.5
Cc1c(OC(C)C(=O)N2C[C@H]3C[C@@H](C2)c2cccc(=O)n2C3)ccc2c3c(c(=O)oc12)CCC3 (some centres undefined)	1.3	0.7	nt	3.0	-0.7	-2.5	24.5	1.9	-0.6	-4.6
O=Cc1c(OCc2ccccc2)ccc2ccccc12	24.2	-0.4	-3.0	13.7	2.3	100.5*	12.1	0.4	-0.3	-2.5
Cc1nc2ccc(NC(=O)[C@H](C)N3C(=O)C4CC=CCC4C3=O)cc2s1 (some centres undefined)	-5.7	nt	-8.0	4.1	5.6	-0.6	nt	-0.4	0.5	-2.4
COc1ccccc1N1CCN(C(=O)c2sc3nc(C)nc(N4CCN(c5ccccn5)CC4)c3c2C)CC1	22.6	-3.5	9.4	-10.6	-3.6	-0.7	25.9	2.4	-0.5	0.1
Cn1c(Oc2ccc(F)cc2)c(C=O)c2ccccc21	-14.6	-3.0	-17.9	-5.0	-4.9	0.7	7.8	0.0	i	-1.7
COc1ccc2cc3[n+](cc2c1OC)CCc1cc2c(cc1-3)OCO2	-5.2&-6.3	-3.9	-4.8	-18.0&-4.2	-2.2&-1.3	-1.6&-1.7	3.9	2.0&0.7	-0.7&-2.2	-4.9&12.1
CN(C)C(CNC(=O)c1ccccc1OCc1ccc(Cl)cc1)c1ccco1 (centres undefined)	28.7	nt	1.5	0.1	-6.8	1.8	nt	-0.7	i	-2.2
CC(=O)c1sc2c(c1OC(=O)c1ccc(Cl)cc1)c(=O)n(-c1ccccc1)c(=S)n2-c1ccccc1	3.5	nt	-18.6	-7.8	nt	-0.5	nt	1.4	i	2.3
O=[N+]([O-])c1ccccc1N/N=C/c1ccccc1	-0.3	6.5	nt	10.4	10.0	-0.9	4.9	-0.7	i	-12.2

(next part)
SMILES	Yp Topo-I inh	3CLpro inhibitor	PriA SSB inh	MazF activator	Rv3671c protease	PfHsp40 rescue	DUSP3 inh	TcdB GH inh	BH1578 lux ind	Anthrax LF inh2
CCOc1cc(-c2noc(N)c2C#N)cc(OCC)c1OCC	-2.8	6.6	6.7	1.1	0.8	0.8	-8.2	nt	-0.4	-4.9
CCCc1cc(=O)oc2cc(C)cc(OCC(=O)NCCN3CCOCC3)c12	-7.8	0.6	-3.5	9.5	2.2	3.6	0.4	0.8	i	1.5
CCCNC(=O)C(Cc1ccc(OC)cc1)NC(=O)c1ccc(Cl)cc1 (centres undefined)	4.0	nt	-10.3	3.5	-4.3	0.2	nt	-3.8	i	-0.1
CCCCN(C)C(=S)Nc1ccc(Oc2ccccc2)cc1	-0.1	4.3	-15.8	-1.9	-0.5	-0.1	9.1	nt	-0.1	0.1
O=C(Nc1ccc(Cl)cc1)Nc1nnc(CSCc2ccccc2)s1	-7.4	0.6	-6.0	-13.8	-8.3	-1.3	22.5	nt	-0.3	-2.2
Cc1ccccc1NC(=O)CCCCCN1C(=O)[C@@H]2Cc3ccccc3CN2C1=O	17.1	-2.2	-0.9	-11.9	-2.0	0.4	5.5	-0.7	-0.2	0.5
O=C(NN1CC(C(=O)OCc2ccc(Br)cc2)CC1=O)c1ccccc1 (centres undefined)	3.5	-4.4	1.9	-1.4	0.5	1.9	8.6	-0.1	i	-2.4
c1ccc(NCCSc2nc3ccccc3s2)cc1	34.9	nt	-8.2	3.2	nt	-0.6	nt	-0.2	-1.0	-1.9
CCSc1nc2sc3c(c2c(=O)[nH]1)CC(C)(CC)OC3 (centres undefined)	-3.9	5.8	-9.1	-7.3	10.7	-0.2	12.8	nt	i	-4.0
O=C(N/N=C/c1ccc(N2CCOCC2)o1)c1cccc([N+](=O)[O-])c1	-6.2	-4.3	nt	5.6	-6.3	-0.3	-11.3	nt	-0.4	0.5
CCOc1ccccc1N(CC)C(=O)Cn1ncc2c(=O)oc3ccccc3c21	10.4	5.1	-1.6	0.1	5.9	-1.0	-3.3	0.5	-0.4	-2.7
Cc1ccc(OCC(=O)N2CCN(Cc3ccc4c(c3)OCO4)CC2)cc1	35.4	0.1	-6.1	9.8	6.8	-0.8	17.4	0.0	i	-5.5
O=C(NCCc1ccccc1C(F)(F)F)c1cc(COc2ccccc2)on1	34.8	nt	nt	2.0	nt	nt	nt	1.4	-0.3	5.3
Cc1cc2occ(CC(=O)NC3=NCCS3)c2cc1C(C)C	7.8	-3.3	-1.0	2.5	-5.1	-0.5	-16.6	nt	-0.3	-10.9
CCC(C(=O)NC(C)(C)C)N(C(=O)Cn1nnc(-c2ccccc2F)n1)c1cccc2c1CCCC2 (centres undefined)	9.3	-5.5	-4.2	2.9	-4.2	0.2	20.0	nt	-0.2	0.0
c1ccc(N=Nc2ccc(C3=NCCO3)cc2)cc1	-1.7	nt	nt	2.7	nt	nt	nt	1.3	i	-0.9
COC(=O)c1cc(Br)ccc1-c1ccc(/C=N/n2nnnc2N)o1	25.2	-1.0	nt	53.7*	-3.6	-1.1	-2.0	nt	i	-5.3
N#Cc1c(Nc2ccccc2)sc(C(=O)c2ccccc2)c1N	-1.1	-2.0	4.0	12.2	-4.5	0.2	2.6	nt	-12.5	-0.6
CCNC(=S)N1CCN(C(=O)C(Cc2ccccc2)NC(C)=O)CC1 (centres undefined)	1.0	0.1	-5.2	1.9	9.4	-2.7	-1.0	-0.1	-0.4	-1.7
CC(=NNC(=O)c1ccncc1)c1ccc(Cl)cc1Cl	5.9	nt	-19.8	-3.7	nt	-0.4	nt	0.8	5.6	-0.5
COc1ccc(N2CCN(CCS(=O)(=O)c3cc(Cl)ccc3Cl)CC2)cc1	23.6	nt	23.3	1.6	1.1	1.0	nt	3.3	i	-5.7
Cc1ccc(NC(=O)C2CCCN(S(=O)(=O)c3ccc4[nH]c(=O)ccc4c3)C2)nc1 (centres undefined)	-1.6	-9.3	-2.4	12.0	-5.6	0.9	2.8	1.1	i	3.0
CCCCOc1ccc(C(=O)N2CCNC(=O)C2)cc1	-4.2	-1.9	11.6	-0.2	2.5	-0.8	1.1	1.5	-4.5	0.0
CCn1cc(NC(=O)Nc2ccc(OC)c(OC)c2)c(C(N)=O)n1	-6.8	-1.5	-6.3	-2.1	4.8	1.4	26.8	nt	i	-0.2
CCOC(=O)Cn1nc(C)n(-c2ccc(C(C)(C)C)cc2)c1=O	-2.4	3.2	-15.2	2.2	9.6	-1.6	20.5	nt	i	-0.2

(continued)
SMILES	Yp Topo-I inh	3CLpro inhibitor	PriA SSB inh	MazF activator	Rv3671c protease	PfHsp40 rescue	DUSP3 inh	TcdB GH inh	BH1578 lux ind	Anthrax LF inh2
CCCCN(C)CCn1c(=S)[nH]c2ncccc2c1=O	-9.5	-1.4	-6.5	2.7	-0.8	-1.4	27.3	nt	0.0	nt
Cc1[nH]nc2ncc(C(=O)c3cc(Cl)cc(Cl)c3O)cc12	2.8	1.8	-6.6	-8.5	-3.7	0.9	0.5	nt	i	-0.8
O=C1[C@@H]2[C@H](C(=O)N1CC(O)COCc1ccccc1)C1C=C[C@H]2C1 (some centres undefined)	-0.9	nt	10.3	5.7	nt	-0.5	nt	1.2	-0.6	-8.5
Cc1ccc(C(=O)CSc2nnc(Cn3nnc4ccccc43)n2C)cc1	-0.3	7.1	-10.0	-8.4	-2.5	-1.1	35.8	1.3	i	0.6
COc1ccc(-c2[nH]ncc2CNC(C)CCn2cccn2)cc1F (centres undefined)	6.4	-4.7	-1.4	9.7	-2.1	-1.9	-14.5	1.3	1.2	-0.4
Cc1nnc(Nc2ccc(F)cc2)c2ccccc12	2.1	-7.5	-5.2	7.7	3.8	-1.3	17.8	0.8	0.5	13.9

Bioassay records (PubChem)

A portion of the library; rates above refer to the full screens.
